Screens (PubChem)
Mito fusion yeast = qHTS Assay for Small Molecule Inhibitors of Mitochondrial Division or Activators of Mitochondrial Fusion | S. cerevisiae fusion-defective mutant growth rescue, CellTiterGlo 48 h | Potency, µM (top dose mostly 46.1 µM), without a hit: at the highest dose growth rescue (activation), most hits filed as activators | actives 0.23% (n = 320,000) | AID 485298, 2010;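 further: potency means the concentration at half of the fitted maximal effect; % of control where 0% means no effect; nearly all actives have a fitted effect of over 45% in size; temperature-sensitive fusion mutants such as fzo1-1 at 37 °C on non-fermentable ethanol glycerol medium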
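S. cerevisiae fusion-defective temperature-sensitive mutants (e.g. fzo1-1, mgm1-5) grown 48 h at 37C in YPEG (ethanol/glycerol non-fermentable) medium with 23 nl compound per well; growth rescue read as CellTiterGlo luminescence.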
MBNL1 CUG block = qHTS Assay for Inhibitors of MBNL1-poly(CUG) RNA binding; Muscleblind-like protein 1 (Homo sapiens), Q9NR56; TR-FRET MBNL1-His/biotin-(CUG)12 binding, 665/545 ratio; Potency, µM (highest dose often 57.5 µM), without a hit: top-dose activity change, negative = inhibition, hits mostly inhibitors; actives 0.036% (n = 280,000); AID 2675, 2010; active means well fitted inhibition curve with a large enough effect in the signal ratio, with a control signal flat, not every such curve was filed as active; inconclusive means small, poorly fitted or top-dose-only effect, or effect the other way, or a change in a side signal; inactive means no such curve, though single readings can be large or run the other way; the % refers to the signal ratio; further: potency means the concentration at half of the fitted maximal effect; on the % scale 0 is the no-effect control and ±100 the full control effect
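MBNL1-His + Biotin-(CUG)12, cpd titration 92 nM–58 uM; Tb anti-His Ab 0.055 ng/ul, SA-XL665 5 nM (final); 60 min RT; ratiometric 665/545 nm, Ex 340 nm; normalized to buffer and full-complex controls.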
FLuc modulator = qHTS profiling assay for firefly luciferase inhibitor/activator using purifed enzyme and Km concentrations of substrates (counterscreen for miR-21 project) | purified FLuc, Km substrates, luminescence inhibition | Potency, µM (titrated, usually from 57.5 µM), inactives show top-dose activity change, negative = inhibition, most hits filed as inhibitors | actives 6.9% (n = 360,000) | AID 588342, 2011;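 further: potency means the concentration at half of the fitted maximal effect; plate controls were vehicle for no effect and reference inhibitor for full effect; nearly all actives have a fitted effect of over 55% in size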
Target sequence (P08659 whole entry, looked up): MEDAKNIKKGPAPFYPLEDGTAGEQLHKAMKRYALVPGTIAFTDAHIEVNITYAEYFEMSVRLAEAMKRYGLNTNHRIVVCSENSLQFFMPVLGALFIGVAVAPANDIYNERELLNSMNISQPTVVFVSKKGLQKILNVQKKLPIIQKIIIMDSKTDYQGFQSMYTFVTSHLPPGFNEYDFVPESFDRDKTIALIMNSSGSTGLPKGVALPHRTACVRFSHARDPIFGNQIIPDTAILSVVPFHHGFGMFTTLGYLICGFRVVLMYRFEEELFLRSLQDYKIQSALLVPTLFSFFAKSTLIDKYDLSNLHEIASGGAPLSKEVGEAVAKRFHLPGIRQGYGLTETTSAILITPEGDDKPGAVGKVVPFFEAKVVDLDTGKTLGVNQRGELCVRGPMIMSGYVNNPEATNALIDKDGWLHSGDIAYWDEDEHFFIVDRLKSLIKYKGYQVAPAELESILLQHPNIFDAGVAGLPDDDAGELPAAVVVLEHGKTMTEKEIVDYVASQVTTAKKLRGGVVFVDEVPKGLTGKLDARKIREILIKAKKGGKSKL
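Purified P. pyralis luciferase, 10 nM final, with Km-level 10 uM D-luciferin and 10 uM ATP in 50 mM Tris acetate pH 7.5, 10 mM Mg acetate, 0.01% Tween-20, 0.05% BSA; 6-point qHTS titration about 60 µM downward; luminescence read.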
Menin-MLL TR inh = qHTS Assay for Inhibitors Targeting the Menin-MLL Interaction in MLL Related Leukemias: Competition With Texas Red Labeled MLL-derived Mutant Peptide; O00255; Menin + Texas Red MLL mutant peptide, fluorescence polarization; Potency, µM (titrated, usually from 61.6 µM), for the others: at the top dose FP activity change, negative = inhibition, most hits filed as inhibitors; actives 0.23% (n = 270,000); active means well fitted inhibition curve with a large enough effect in the polarisation, with a control signal flat, not every such curve was filed as active; inconclusive means small, poorly fitted or top-dose-only effect, or effect the other way, or a change in a side signal; inactive means no such curve, though single readings can be large or run the other way; the % refers to the polarisation; further: potency means the concentration at half of the fitted maximal effect; % of control where 0% means no effect; many of its hits are not listed in these tables
KCNH2 3.1 block = qHTS for Inhibitors of KCHN2 3.1: Mutant qHTS | Potassium voltage-gated channel subfamily H member 2, brain isoform KCNH2 3.1 (human) | U2OS KCNH2 3.1, thallium flux FluxOr; hits give low values | activity change, % (tested at about 1.8 µM) | actives 0.95% (n = 340,000) | AID 720553, 2013;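 active means maximum activity change below -70%; inconclusive means maximum activity change from -70% to -50%; inactive means maximum activity change above -50%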;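 further: thallium influx rate constant from kinetic fluorescence after stimulation buffer; on the % scale 0 is the no-effect control and ±100 the full control effect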
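U2OS cells transduced with KCNH2 3.1 mutant virus (1.77 x 10^8 /mL, 4 h), plated overnight at 37 C, loaded 45 min with FluxOr dye plus Red40 quencher. Thallium flux rate constant from kinetic reads after stimulation buffer, normalised to controls.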
ELG1 DNA repair = qHTS screen for small molecules that inhibit ELG1-dependent DNA repair in human embryonic kidney (HEK293T) cells expressing luciferase-tagged ELG1 | HEK293T ELG1-luciferase reporter, luminescence, 16 h; DNA damage induced by 5-fluorouridine | Potency, µM (top dose mostly 46.1 µM), inactives show at the top dose activity change, negative = inhibition, actives largely listed as inhibitors | actives 2.3% (n = 330,000); further: potency means the concentration at half of the fitted maximal effect; on the % scale 0 is the no-effect control and ±100 the full control effect; nearly all actives have a fitted effect of over 55% in size
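Cells (2,000 per well) received 5-fluorouridine plus test compound or DMSO and were incubated 16 hr at 37 °C, 5% CO2. Luciferase activity was read by luminescence 30 min after ONE-Glo addition; signal suppression marked inhibition of damage-induced ELG1 function.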
Gal4-VP16 FLuc = VP16 counterscreen qHTS for inhibitors of ROR gamma transcriptional activity | Drosophila S2 Gal4-VP16 UAS-luciferase, luminescence, 20 h | Potency, µM (doses to about 53.6 µM), for the others: top-dose activity, negative = inhibition, most hits filed as inhibitors | actives 3.5% (n = 310,000) | AID 2546, 2010;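 further: Gal4-VP16 expression switched on by copper sulfate through the metallothionein promoter; potency means the concentration at half of the fitted maximal effect; on the % scale 0 is the no-effect control and ±100 the full control effect; nearly all actives have a fitted effect of over 50% in size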
Rab9 prom act = qHTS Assay for Rab9 Promoter Activators. Huh7 Rab9 promoter-luciferase reporter, luminescence, 24 h. Potency, µM (highest dose often 9.22 µM), without a hit: at the top dose activation, negative = inhibition, hits mostly activators. actives 2.8% (n = 320,000). AID 485297, 2010; further: potency means the concentration at half of the fitted maximal effect; % of control where 0% means no effect; nearly all actives have a fitted effect of over 60% in size
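Quantitative HTS format; Huh7 Rab9-luciferase reporter cells (1500/well) receive compound 2 h post-plating, incubate 24 h at 37 °C, then get luciferase reagent for 10 min before luminescence reading.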
NPC1 promoter act = qHTS Assay for NPC1 Promoter Activators | Huh7 NPC1 promoter luciferase reporter, 24 h | Potency, µM (doses to about 9.22 µM), without a hit: top-dose activation, most hits filed as activators | actives 2.4% (n = 320,000);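 further: potency means the concentration at half of the fitted maximal effect; % of control where 0% means no effect; nearly all actives have a fitted effect of over 60% in size; reporter is driven by a mutant NPC1 promoter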
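In 1536-well qHTS, Huh7 cells harboring an NPC1 promoter–luciferase construct received compound for 24 h; activation was quantified by luminescence following luciferase reagent addition.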
RORgamma inh = qHTS for inhibitors of ROR gamma transcriptional activity; Nuclear receptor ROR-gamma (Mus musculus), P51450; Drosophila S2 Gal4-RORgamma UAS-luciferase reporter, 20 h; Potency, µM (titrated, usually from 53.6 µM), without a hit: at the highest dose activity change, negative = inhibition, actives largely listed as inhibitors; actives 5.4% (n = 310,000); AID 2551, 2010; further: potency means the concentration at half of the fitted maximal effect; on the % scale 0 is the no-effect control and ±100 the full control effect; nearly all actives have a fitted effect of over 60% in size
Target sequence (P51450 whole entry, looked up, the tested form may be a part): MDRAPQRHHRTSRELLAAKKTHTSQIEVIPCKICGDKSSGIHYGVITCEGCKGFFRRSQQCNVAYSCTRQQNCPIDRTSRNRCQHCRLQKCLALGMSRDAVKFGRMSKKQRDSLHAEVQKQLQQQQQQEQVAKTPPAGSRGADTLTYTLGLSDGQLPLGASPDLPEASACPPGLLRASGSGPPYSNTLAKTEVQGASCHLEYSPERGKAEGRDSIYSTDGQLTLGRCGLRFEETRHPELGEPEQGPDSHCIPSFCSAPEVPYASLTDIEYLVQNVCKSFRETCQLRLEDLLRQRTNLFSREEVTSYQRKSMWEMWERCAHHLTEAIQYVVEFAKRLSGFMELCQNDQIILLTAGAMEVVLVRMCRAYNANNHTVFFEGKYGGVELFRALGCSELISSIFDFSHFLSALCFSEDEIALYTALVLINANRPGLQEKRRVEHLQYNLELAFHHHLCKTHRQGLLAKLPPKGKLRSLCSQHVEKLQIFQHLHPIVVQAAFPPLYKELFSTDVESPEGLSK
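Stable Schneider cell line, Gal4 DNA-binding domain fused to ROR gamma, UAS-luciferase. Cmpd 1 hr RT → CuSO4 700 uM final → 20 hr RT → luciferase reagent 10 min → luminescence.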
PKM2 activator = qHTS Assay for Activators of Human Muscle isoform 2 Pyruvate Kinase; actives 0.34% (n = 260,000); Potency, µM (highest dose often 57.5 µM), for inactives: at the top dose activation, actives largely listed as activators; purified PKM2, Kinase-Glo ATP luminescence, activation; response scale: 0% is enzyme alone, no compound; Pyruvate kinase PKM (Homo sapiens), P14618; further: potency means the concentration at half of the fitted maximal effect; on the % scale 0 is the no-effect control and ±100 the full control effect; nearly all actives have a fitted effect of over 55% in size
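Purified hPK-M2 (>95% pure) converted ADP (0.1 mM final) to ATP with 0.5 mM PEP in 50 mM imidazole pH7.2, KCl, MgCl2, Tween 20, BSA; 1 h at room temperature. ATP detected by Kinase-Glo luminescence.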
An asterisk follows results filed as active; ? = inconclusive; nt = not tested or not shown; [ ] = remark or other dose. Unless noted, the call rests on the fitted dose curve; in most records, active means well fitted curve in the direction sought with a large enough effect; inconclusive means small, poorly fitted or top-dose-only effect, or another doubt; inactive means no such curve, though single readings can be large; an effect the other way counts as inactive or inconclusive.

SMILES	Mito fusion yeast	MBNL1 CUG block	FLuc modulator	Menin-MLL TR inh	KCNH2 3.1 block	ELG1 DNA repair	Gal4-VP16 FLuc	Rab9 prom act	NPC1 promoter act	RORgamma inh	PKM2 activator
CCNc1cc(N2CCNCC2)ccc1[N+](=O)[O-]	0%	?	0%	-1%	nt	-5%	-2%	-3%	-1%	4%	-1%
N#C/C(N)=C(/N)C#N	-13%	nt	3%	nt	12	7%	-7%	3%	1%	-11%	nt
O=C(Cn1ncc2ccsc2c1=O)N1CCC2(CC1)OCCO2	1%	-5%	5%	13%	-5	?	15%	2%	-4%	24%	-5%
CC(=O)OC1C2CCC1C(N1CCCC1)CC2 (stereo not given)	-13%	1%	-2%	-3%	20	-1%	-14%	-4%	-1%	-26%	17%
O=C1C2CCCN2C(c2cccc(Cl)c2)N1c1ccccn1 (stereo not given)	-2%	-8%	0%	-6%	-8	10%	-14%	2%	-6%	15%	0%
CC(=O)Nc1ccc(N(C(=O)Cn2nnc3ccccc32)C(C(=O)NC2CCCC2)c2ccc(O)c(O)c2)cc1 (stereo not given)	3%	-7%	7%	-3%	-5	15%	-11%	-1%	0%	-7%	?
CC(=O)OC(C)(C)/C=C/C(=O)C(C)(O)C1[C@H](O)C[C@@]2(C)C3CC=C4C(CC[C@@H](O)C4(C)C)[C@]3(CO)C(=O)C[C@]12C (stereo not given in full)	-6%	-1%	1%	-17%	8	?	-15%	-44%[inhibitor]	-43%[inhibitor]	?	nt
CN1CCN(c2nc3c(c(=O)[nH]2)CCC3)CC1	1%	1%	3%	6%	1	5%	3%	1%	-2%	-25%	2%
O=C1NC(=S)N(c2ccc(Cl)cc2)C(=O)/C1=C/N1CCN(C(=O)c2ccco2)CC1	-2%	-14%	-8%	6%	-10	10%	-1%	-1%	-1%	-31%	4%
CCn1c(O)c(/C=N/NC(=O)c2ccccc2)c(=O)n(CC)c1=S	2%	13%	-16%	nt	-10	?	?	-4%	-9%	?	-7%
O=C(Nc1ccccc1)N1CCC2(CC1)OCCO2	-1%	5%	-4%	10%	5	19%	20%	-3%	-6%	28%	-1%
CCC(=NCc1cc(OC)cc(OC)c1)c1c(O)[nH]c(=O)[nH]c1=O	-1%	-6%	0%	nt	-15	-17%	5%	-8%	-6%	1%	-2%
COCCCN1Cc2ccccc2C1=N	3%	-9%	0%	8%	-5	4%	1%	3%	-4%	13%	-2%
Fc1ccc(C2=CCN(C(c3cccs3)c3nnnn3CCc3ccccc3)CC2)cc1 (stereo not given)	?	17%	2%	-1%	-25	?	14%	-4%	1%	21%	4%
COC(=O)C1=C(c2ccccc2OCc2ccccc2)C[C@@H]2CC[C@H]1N2C(=O)NCc1ccc(Cl)cc1	?	nt	-1%	nt	-21	?	nt	-2%	-1%	nt	nt
C[N+]1(CC(=O)OCCCc2ccccc2)CCCCC1	-5%	?	0%	-7%	-31	4%	18%	3%	-3%	-5%	13%
Cc1ccc(S(=O)(=O)N(C)C/N=C(\N)N[N+](=O)[O-])cc1	2%	-3%	0%	-1%	-1	5%	-3%	-3%	-9%	12%	3%
CN1CCc2nc3ccc(F)cc3c(C(N)=O)c2C1	0%	-3%	6%	8%	-2	-10%	15%	-7%	-5%	-2%	2%
CN1CCN(c2ccc([N+](=O)[O-])c3no[n+]([O-])c23)CC1	-57%[inhibitor]	?	?	nt	-1	3.3µM*	5.6µM*	-46%[inhibitor]	-32%[inhibitor]	1.3µM*	-9%
O=S(=O)(c1ccccc1)N1CCCCC1c1cccnc1 (stereo not given)	0%	-3%	3%	1%	-17	6%	-11%	-1%	-2%	17%	7%
O=C(Nc1ccc(F)cc1)Oc1ccc[nH]c1=O	20%	6%	19µM*	29%	5	?	24%	8%	17%	11%	-3%
O=c1[nH]c(CN2CCNCC2)nc2ccccc12	-4%	3%	-1%	2%	-1	14%	2%	-1%	0%	9%	-10%
C(#CCN1CCOCC1)COCc1ccccc1	2%	-4%	-6%	3%	-35	24%	7%	22%	9%	25%	0%
CCC(=NCc1ccco1)c1c(O)n(-c2ccc(Cl)cc2)c(=O)[nH]c1=O	-1%	nt	-2%	nt	-13	-12%	-12%	-5%	2%	11%	1%
CCN(CC)CCCOC(=O)C(OC)(c1ccccc1)c1ccccc1	1%	1%	2%	-7%	-9	2%	13%	-3%	0%	-42%	1%

Only FLuc modulator, RORgamma inh and MBNL1 CUG block (3 entries from above):
| SMILES | FLuc modulator | RORgamma inh | MBNL1 CUG block |
| --- | --- | --- | --- |
| CCNc1cc(N2CCNCC2)ccc1[N+](=O)[O-] | 0% | 4% | ? |
| C[N+]1(CC(=O)OCCCc2ccccc2)CCCCC1 | 0% | -5% | ? |
| COC(=O)C1=C(c2ccccc2OCc2ccccc2)C[C@@H]2CC[C@H]1N2C(=O)NCc1ccc(Cl)cc1 | -1% | nt | nt |

The list continues:
SMILES	Mito fusion yeast	MBNL1 CUG block	FLuc modulator	Menin-MLL TR inh	KCNH2 3.1 block	ELG1 DNA repair	Gal4-VP16 FLuc	Rab9 prom act	NPC1 promoter act	RORgamma inh	PKM2 activator
CC(=O)O[C@H]1C(=O)[C@@]2(C)C([C@H](OC(=O)c3ccccc3)[C@]3(O)C[C@H](OC(=O)[C@H](O)[C@@H](NC(=O)Cc4ccccc4)c4ccccc4)C(C)=C1C3(C)C)[C@]1(OC(C)=O)CO[C@@H]1C[C@@H]2O (stereo not given in full)	0%	7%	-1%	-4%	-5	?	13µM*	-29%	-27%	?	-5%
Cn1c2ccccc2c2cnn(CC(=O)N3CCC4(CC3)OCCO4)c(=O)c21	7%	3%	-1%	-22%	nt	11%	6%	7%	8%	0%	6%
CCN(CC)C(=O)c1ccc(NC(=O)c2ccc(-n3cncn3)c([N+](=O)[O-])c2)cc1	6%	nt	-4%	nt	-2	1%	nt	-1%	14%	nt	nt
CCC(=O)OC1(Cc2ccc(CC)cc2)CC(C)N(C)CC1C (stereo not given)	-7%	-10%	6%	nt	-49	14%	3%	1%	1%	-2%	1%
CC(C)c1ccccc1NC1=NCCCS1	-7%	0%	0%	1%	9	-10%	3%	3%	0%	-32%	-7%
CC(C)n1c(O)c(C=NCc2cccnc2)c(=O)[nH]c1=S	0%	nt	0%	nt	-5	0%	4%	-2%	1%	20%	8%
Cc1ccc(N=Nc2c(O)[nH]c(=O)[nH]c2=O)c([N+](=O)[O-])c1	1%	?	-1%	45%[activator]	-6	12%	-6%	4%	0%	30%	2%
Cc1nc2ccccc2c(=O)n1-c1ccc(Br)cn1	-3%	nt	1%	nt	2	?	4%	8%	3%	25%	0%
COc1ccc(-c2nc(CSCC(=O)N3CCC4(CC3)OCCO4)c(C)o2)cc1OC	-3%	0%	-18%	-27%	-11	?	-1%	0%	-1%	-8%	-9%
Cc1cccc(N=Cc2c(O)n(-c3ccccc3C)c(=O)[nH]c2=O)c1	0%	3%	2%	-1%	16	2%	-105%	12%	-1%	19%	-2%
S=c1[nH]nc(-c2ccco2)n1-c1cccc2ccccc12	3%	3%	-2%	4%	-14	-8%	13µM*	-7%	-1%	7.9µM*	2%

Not all compounds are listed; rates above refer to the full screens.
